RORg inh: ROR gamma (mouse) transcription inhibition | P51450 | Drosophila S2 Gal4-RORgamma UAS-luciferase reporter, 20 h | Potency, µM (series often up to 53.6 µM), for the others: at the highest dose activity change, negative = inhibition, actives largely listed as inhibitors | actives 5.4% (n = 310,000) | AID 2551; further: potency means the concentration at half of the fitted maximal effect; on the % scale 0 is the no-effect control and ±100 the full control effect; nearly all actives have a fitted effect of over 60% in size
Target sequence (P51450 whole entry, looked up, the tested form may be a part): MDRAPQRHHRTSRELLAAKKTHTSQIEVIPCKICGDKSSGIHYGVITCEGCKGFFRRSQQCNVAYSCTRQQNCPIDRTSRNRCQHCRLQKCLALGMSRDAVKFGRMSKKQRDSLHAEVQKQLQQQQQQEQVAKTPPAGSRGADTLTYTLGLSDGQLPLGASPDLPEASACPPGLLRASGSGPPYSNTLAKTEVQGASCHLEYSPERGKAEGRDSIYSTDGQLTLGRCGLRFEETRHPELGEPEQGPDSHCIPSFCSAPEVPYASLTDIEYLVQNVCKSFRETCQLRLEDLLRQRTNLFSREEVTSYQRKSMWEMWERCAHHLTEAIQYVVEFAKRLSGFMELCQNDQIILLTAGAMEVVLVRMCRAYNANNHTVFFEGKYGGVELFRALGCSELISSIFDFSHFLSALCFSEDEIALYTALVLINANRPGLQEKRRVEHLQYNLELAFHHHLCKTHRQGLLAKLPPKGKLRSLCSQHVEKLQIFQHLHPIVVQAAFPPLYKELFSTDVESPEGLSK
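Luminescence from a UAS-regulated Photinus luciferase reporter in stably transfected Drosophila Schneider cells is measured; decreased signal marks ROR gamma inhibition. Fusion expression is induced by 700 uM copper sulfate for 20 hr.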
Gal4-VP16 FLuc: Gal4-VP16 reporter inhibition counter-screen; Drosophila S2 Gal4-VP16 UAS-luciferase, luminescence, 20 h; actives 3.5% (n = 310,000); Potency, µM (series often up to 53.6 µM), for the others: top-dose activity, negative = inhibition, hits mostly inhibitors;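 further: Gal4-VP16 expression switched on by copper sulfate through the metallothionein promoter; potency means the concentration at half of the fitted maximal effect; on the % scale 0 is the no-effect control and ±100 the full control effect; nearly all actives have a fitted effect of over 50% in size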
ELG1 repair inh: ELG1-dependent DNA repair inhibition. Potency, µM (series often up to 46.1 µM), without a hit: at the top dose activity change, negative = inhibition, hits mostly inhibitors. actives 2.3% (n = 330,000). HEK293T ELG1-luciferase reporter, luminescence, 16 h; DNA damage induced by 5-fluorouridine; further: potency means the concentration at half of the fitted maximal effect; on the % scale 0 is the no-effect control and ±100 the full control effect; nearly all actives have a fitted effect of over 55% in size
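Luminescence from the luciferase reporter, measured 30 min after ONE-Glo reagent at room temperature, was the read-out. Beforehand, 2,000 cells per well were exposed for 16 hr at 37 °C to 5-fluorouridine together with compound or vehicle.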
Tb PFK block: inhibitors of T. brucei phosphofructokinase; O15648; actives 0.17% (n = 330,000); Potency, µM (titrated, usually from 57.5 µM), for inactives: top-dose activity, negative = inhibition, hits mostly inhibitors; T. brucei PFK, ADP-Glo luminescence; AID 485367;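 further: potency means the concentration at half of the fitted maximal effect; 0% = uninhibited 1x PFK enzyme wells and -100% = no-enzyme wells; nearly all actives have a fitted effect of over 60% in size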
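1.25 nM PFK with 0.5 mM F6P and 0.1 mM ATP in 0.1 M TEA pH 8.0, 5 mM MgCl2, incubated 45 min at room temperature; ADP measured by ADP-Glo luminescence; compounds titrated up to 57 uM.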
FLuc modulator: counter-screen for miR-21 project: firefly luciferase inhibitors or activators. Potency, µM (highest dose often 57.5 µM), without a hit: top-dose activity change, negative = inhibition, actives largely listed as inhibitors. P08659. actives 6.9% (n = 360,000). AID 588342. purified FLuc, Km substrates, luminescence inhibition;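 further: potency means the concentration at half of the fitted maximal effect; plate controls were vehicle for no effect and reference inhibitor for full effect; nearly all actives have a fitted effect of over 55% in size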
Target sequence (P08659 whole entry, looked up): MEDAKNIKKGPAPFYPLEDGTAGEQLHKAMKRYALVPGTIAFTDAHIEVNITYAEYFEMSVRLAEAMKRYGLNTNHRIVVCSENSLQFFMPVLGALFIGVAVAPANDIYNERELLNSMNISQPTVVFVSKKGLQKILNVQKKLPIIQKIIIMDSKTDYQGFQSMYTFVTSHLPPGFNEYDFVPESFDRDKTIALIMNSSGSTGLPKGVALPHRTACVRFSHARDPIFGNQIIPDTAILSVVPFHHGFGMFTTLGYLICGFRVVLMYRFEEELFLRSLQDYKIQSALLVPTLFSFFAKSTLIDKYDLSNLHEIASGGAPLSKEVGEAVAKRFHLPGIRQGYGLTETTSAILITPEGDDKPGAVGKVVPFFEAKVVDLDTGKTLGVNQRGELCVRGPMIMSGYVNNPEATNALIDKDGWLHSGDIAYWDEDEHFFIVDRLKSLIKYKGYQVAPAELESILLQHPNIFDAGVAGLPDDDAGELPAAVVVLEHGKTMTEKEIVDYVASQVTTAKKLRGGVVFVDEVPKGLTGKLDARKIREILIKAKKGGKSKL
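Purified P. pyralis luciferase, 10 nM final, with Km-level 10 uM D-luciferin and 10 uM ATP in 50 mM Tris acetate pH 7.5, 10 mM Mg acetate, 0.01% Tween-20, 0.05% BSA; 6-point qHTS titration about 60 µM downward; luminescence read.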
BRCA1 expr act: BRCA1 expression activation; MCF7-BRCA1-FFLuc reporter, luminescence, 48 h; response scale: scaled: vehicle 0%, 10 µM genistein 100%; Potency, µM (highest dose often 46.1 µM), for inactives: at the top dose activation, hits mostly activators; actives 1.1% (n = 380,000); AID 624202; further: potency means the concentration at half of the fitted maximal effect; nearly all actives have a fitted effect of over 80% in size; some results filed as inactive show a strong effect at the top dose
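Luminescence from a BRCA1-driven firefly luciferase in MCF7 cells was the read-out, taken 15 min after substrate addition following 48 h compound exposure at 37 °C. Data were normalized to a 10 microM genistein control and DMSO vehicle.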
NPC1 promoter act: NPC1 promoter activation | Huh7 NPC1 promoter luciferase reporter, 24 h | Potency, µM (series often up to 9.22 µM), for inactives: at the top dose activation, most hits filed as activators | actives 2.4% (n = 320,000);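 further: potency means the concentration at half of the fitted maximal effect; % of control where 0% means no effect; nearly all actives have a fitted effect of over 60% in size; reporter is driven by a mutant NPC1 promoter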
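Luminescence from an NPC1 promoter-driven luciferase reporter in stably transfected Huh7 cells was measured after 24 h compound treatment at 37 °C, followed by 10 min ambient incubation with luciferase detection reagent.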
ELG1 genotoxic: inducers of genotoxicity in HEK293T ELG1-luciferase cells; HEK293T ELG1-luciferase reporter, luminescence, 16 h; Potency, µM (doses to about 46 µM), inactives show at the highest dose activity change, positive = activation, most hits filed as activators; actives 1.3% (n = 330,000); AID 504466; further: potency means the concentration at half of the fitted maximal effect; % of control where 0% means no effect; nearly all actives have a fitted effect of over 60% in size
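16 hr compound incubation (37 °C, 5% CO2) of HEK293T cells carrying luciferase-tagged ELG1; luciferase then measured by ONE-Glo luminescence after 30 min at RT.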
TRPV1 ag: agonists of human vanilloid receptor 1 (TRPV1); actives 0.19% (n = 320,000); TRPV1-expressing cells, Fluo-8 calcium influx, agonist mode; activation, % at 8.33 µM; in the data active means activation above about 80%; inconclusive means between about 30% and that limit; further: 0% is about no effect
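TRPV1-expressing cells were cultured overnight at 35.5C and loaded with Fluo-8 calcium dye for 40 to 90 min at room temperature. After a 10 s baseline, compound was added and calcium influx was read kinetically for 3 min (ex 480/em 520 nm).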
p53 reactivator: restores transcriptional activity of mutant p53 | H1299 p53-A138V BP100-luciferase reporter, luminescence, 24 h | Potency, µM (titrated, usually from 92.2 µM), for inactives: top-dose activity change, positive = activation, usual class: activators | actives 0.063% (n = 320,000); further: potency means the concentration at half of the fitted maximal effect; % of control where 0% means no effect; nearly all actives have a fitted effect of over 45% in size
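H1299 (p53-null), stable ts p53-A138V + BP100-Luc; 1000 cells/well, Opti-MEM/10% FBS; cpd 4 pt, 1:5; 24 h, 37 deg C, 5% CO2; detection reagent 10 min RT; luminescence.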
Rab9 prom act: activates the Rab9 promoter | Huh7 Rab9 promoter-luciferase reporter, luminescence, 24 h | actives 2.8% (n = 320,000) | Potency, µM (top dose mostly 9.22 µM), inactives show at the highest dose activation, negative = inhibition, hits mostly activators | AID 485297; further: potency means the concentration at half of the fitted maximal effect; % of control where 0% means no effect; nearly all actives have a fitted effect of over 60% in size
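Huh7 cells stably carrying a Rab9 promoter-luciferase reporter, 1500 cells per well in OP-MEM I with 10% FBS, treated with compound 24 hours at 37C. Luciferase activity read by luminescence after 10 minutes with Amplite reagent.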
Active calls of the source: *; ? = inconclusive; / = not tested or not shown; & = joins results of further samples. Unless noted, the call rests on the fitted dose curve; in most records, active means well fitted curve in the direction sought with a large enough effect; inconclusive means small, poorly fitted or top-dose-only effect, or another doubt; inactive means no such curve, though single readings can be large; an effect the other way counts as inactive or inconclusive. Outcome played no part in choosing rows. Share with any hit: about 15%.

Order of results: ELG1 repair inh, Rab9 prom act, BRCA1 expr act, ELG1 genotoxic, TRPV1 ag, Gal4-VP16 FLuc, Tb PFK block, NPC1 promoter act, p53 reactivator, RORg inh, FLuc modulator
1: O=S(=O)(/N=C(/c1ccccc1Cl)N1CCOCC1)c1ccccc1
→ 6%, -1%, 7%, -1%, -1, -2%, -2%, 0%, -1%, -12%, -3%
2: Cc1cccc(Nc2nnc(SCC3CCCCO3)s2)c1C (stereo not given)
→ ?, 19%, 82%, 2%, -2, -12%, -1%, ?, ?, -42%, 9.5µM*
3: O=C(c1cc(COc2cccc(C(F)(F)F)c2)on1)N1C[C@@H]2CCC[C@H]1C2
→ ?, ?, 86%, ?, ?, -75%, -6%, -15%, 17%, ?, 24µM*
4: O=S(=O)(c1ccccc1)c1nc(-c2ccco2)oc1NCCCN1CCOCC1
→ -23%, -3%, -1%, -1%, -2, -1%, 0%, 7%, -1%, -36%, 5%
5: CCOc1ccccc1NC(=O)CC1NCCNC1=O (stereo not given)
→ 2%, 8%, -15%, 1%, -1, -9%, -4%, 0%, 6%, -16%, 1%
6: CCCCNCc1cc(OC)c(OCC(N)=O)cc1Br
→ -7%, -5%, -4%, 0%, -3, -20%, -2%, -3%, -5%, -1%, 4%
7: O=C(C1CCN(S(=O)(=O)c2cnc[nH]2)CC1)N1CCN(c2ccc([N+](=O)[O-])cc2)CC1
→ 15%, -1%, 8%, 0%, -1, -2%, 2%, -1%, 5%, 12%, 15%
8: Oc1ccc(CCC2CCCCN2Cc2nc(C3CC3)no2)cc1 (stereo not given)
→ -13%, 0%, 2%, -4%, 0, -4%, -4%, -4%, 0%, 27%, -4%
9: COc1ccc(Cc2nnn(CC(=O)O)n2)cc1
→ -3%, -12%, 0%, 0%, 2, 4%, -4%, -1%, -1%, -15%, 2%
10: O=C(CN1CCN(C2CCCCC2)CC1)NCCC1=CCCCC1
→ 28%, -1%, -6%, 0%, -2, 0%, -4%, 5%, -1%, 14%, -9%
11: CC1=NN(C(=O)c2ccc(Cn3cc([N+](=O)[O-])cn3)cc2)C(O)(C(F)(F)F)C1 (stereo not given)
→ -19%, -6%, -44%, -8%, 2, 13µM*, ?, -2%, -7%, 10µM*, 3%
12: O=[N+]([O-])c1ccccc1SNc1ccccn1
→ -3%, -3%, -18%, -1%, 0, -7%, 0%, 1%, -1%, -1%, 0%
13: CCOC(=O)c1[nH]c2ccccc2c1NC(=O)c1ccco1
→ ?, 2%, -56%, 0%, /, 21%, -10%, 1%, -9%, 12%, -2%
14: CCCC(=O)Nc1nc(-c2ccc(OC)cc2)cs1
→ ?, ?, ?, ?, 21, 15%, 3%, 24%, 27%, 41%, ?
15: O=C(NCCc1ccccc1)/C(=C\c1ccccc1)NC(=O)c1ccco1
→ 10%, 0%, 1%, 5%, 1, 0%, 2%, -5%, 23%, -9%, 0%
16: O=C(/C=C/c1ccco1)N1CCN(S(=O)(=O)c2ccccc2)CC1
→ -1%, /, -7%, 0%, /, /, -23%, /, -2%, /, /
17: CC(=O)c1cnc(-c2ccccc2Cl)s1
→ ?, 10%, 75%, 15%, -1, -2%, 2%, 7%, 5%, 11%, ?
18: O=C(CCNC(=O)C1CCN(S(=O)(=O)c2ccc(F)cc2)CC1)NCc1cccc(Cl)c1
→ 1%, 1%, -24%, -2%, 1, 1%, -1%, 3%, 6%, 30%, 3%
19: O=C(NCCOc1ccccc1)C1CCCCC1
→ ?, 3.2µM*, 0%, ?, 25, 17%, -4%, ?, 3%, 7%, ?
20: Cc1ccc(NC(=O)CN(C)C(=O)c2cccc(S(=O)(=O)N3CCCC3)c2)cc1
→ 7%, 2%, -10%, 0%, -1, /, 0%, 0%, -5%, /, 2%
21: COc1cc(-c2nnc(-c3cccnc3)o2)cc(OC)c1OC
→ ?, -1%, -26%, 10%, -1, 1%, 0%, -2%, 0%, -20%, 3%
22: CCn1c(C)nnc1SCC(=O)Nc1cccc(Cl)c1
→ -2%, 3%, -3%, 1%, -2, -15%, -4%, 1%, 9%, 1%, -1%
23: Cc1ccc(NC(=O)COC(=O)/C=C/c2c(C)nn(-c3ccc(F)cc3)c2Cl)cc1F
→ 4%, -3%, -41%, -1%, -1, -4%, -1%, -2%, 2%, 20%, -1%
24: CN(C(=O)c1cccc(C#N)c1)c1nnc(-c2ccncc2)s1
→ 10%, 0%, -12%, 2%, -6, -1%, -7%, 2%, 0%, 6%, -1%
25: O=C(NCc1ccc(F)cc1)C(=O)NCC1CCCN1S(=O)(=O)c1ccccc1 (stereo not given)
→ ?, -1%, -13%, -6%, 3, /, ?, -2%, -4%, /, 3%
26: COc1ccc(-c2csc3nc(C(C)(C)C)oc(=O)c23)cc1OC
→ 8%, -3%, -16%, 0%, -1, 3%, -5%, -6%, 0%, 7%, -7%
27: CC(C)Oc1ccc(CNC(=O)c2ccc3c(c2)N(C)CCS3)cc1
→ ?, 25%, 60%, ?, 3, -30%, 4%, -5%, /, ?, ?
28: O=C(/C=C/c1ccc2ccccc2c1)c1ccoc1
→ ?, ?, 13µM*, 6%, 3, -8%, -4%, ?, 18%, -29%, 0.54µM*
29: COC(=O)c1c(C)[nH]c(C(=O)CN(C)CC(=O)Nc2cccc(F)c2)c1C
→ 4%, -7%, 1%, -2%, ?, /, 2%, 0%, 1%, /, -6%
30: O=C(c1ccccc1)N1CCN(C(=O)c2ccccc2)CC1
→ -10%, -3%, 13%&14%, 4%, -2, -10%, 0%, 4%, 9%, 33%, 1%

Just BRCA1 expr act, NPC1 promoter act and Tb PFK block, for some of the entries so far:
entry	mol	BRCA1 expr act	NPC1 promoter act	Tb PFK block
2	Cc1cccc(Nc2nnc(SCC3CCCCO3)s2)c1C (stereo not given)	82%	?	-1%
4	O=S(=O)(c1ccccc1)c1nc(-c2ccco2)oc1NCCCN1CCOCC1	-1%	7%	0%

Quoted from the listing.
cpd 6 @ Gal4-VP16 FLuc = -20%
cpd 27 @ BRCA1 expr act = 60%

Following part.
Order of results: ELG1 repair inh, Rab9 prom act, BRCA1 expr act, ELG1 genotoxic, TRPV1 ag, Gal4-VP16 FLuc, Tb PFK block, NPC1 promoter act, p53 reactivator, RORg inh, FLuc modulator
31: Cc1ccc2c(C(=O)CN3CCOCC3)c(C)[nH]c2c1
→ 13%, -3%, 28%, 0%, 6, -18%, -6%, 1%, 4%, ?, 4%
32: CCOc1ccccc1NC(=O)c1nc[nH]c1C(=O)Nc1ccccc1OCC
→ -2%, -2%, -71%, -1%, 2, 4µM*, 4%, -19%, 3%, 2µM*, 6%
33: CCCN(Cc1ccccc1)C(=S)NC(=O)c1ccccc1[N+](=O)[O-]
→ ?, -3%, -23%, -4%, ?, 1µM*, 3%, 1%, -9%, 0.35µM*, 0%
34: CCCn1c(C)cc(=O)c2cc(NC(=O)c3cnccn3)ccc21
→ -5%, 0%, -24%, -1%, 2, -5%, -1%, 2%, -5%, -7%, -2%
35: COc1ccc(NC(=O)NCc2ccccn2)c(OC)c1
→ -7%, -2%, 4%, 0%, 1, 0%, 0%, -2%, 5%, -11%, 3%
36: O=C(Nc1ncnc2sc3c(c12)CCCC3)c1ccncc1
→ -18%, -4%, -26%, 1%, 5, 11µM*, -2%, 0%, -2%, ?, 2%
37: COc1ccc(C=O)cc1OC(=O)C1(C)Cc2ccccc2C(=O)O1 (stereo not given)
→ 13%, 0%, -16%, 6%, -1, -1%, 2%, 0%, -2%, -22%, 5%
38: COC(=O)C(C)n1cnc2c(nnn2Cc2ccc(Cl)cc2)c1=O (stereo not given)
→ -8%, -5%, 2%, 1%, -7, ?, 21%, -5%, 8%, -1%, -1%
39: O=C(CSc1nnc2n1CCCN2)c1ccc([N+](=O)[O-])cc1
→ 1%, 0%, -23%, 1%, -1, 17%, -5%, -3%, 3%, 20%, -3%
40: Cc1ccc(S(=O)(=O)Nc2c(C(=O)O)[nH]c3ccccc23)c(C)c1
→ -1%, 0%, -25%, -1%, -4, 15%, 1%, 0%, -1%, 6%, -5%
41: Cn1cc(Cl)c(-c2n[nH]c(=S)n2-c2ccc(F)cc2)n1
→ -5%, -4%, 20%, 0%, -2, 1%, -1%, -3%, 6%, -42%, -7%
42: CCOC(=O)NC(=O)/C(C#N)=N/Nc1c(F)cccc1F
→ -10%, -16%, -12%, 1%, 2, 2%, 5%, -4%, -5%, -6%, 6%
43: CC(Oc1ccccc1)C(=O)Nc1nc(-c2ccccn2)cs1 (stereo not given)
→ ?, -17%, -73%, 15%, 12, /, -8%, -15%, 26%, /, -26%
44: Cc1ccc(S(=O)(=O)N2[C@@H](c3ccc(C(C)(C)C)cc3)C(C(=O)O)=CC[C@H]2c2ccc(Cl)cc2)cc1
→ -20%, /, -16%, -11%, /, /, 3%, /, 5%, /, /
